# UPR CHOP act = apoptotic UPR (CHOP) activation | activation, % at 10 µM | CHO-CHOP luciferase reporter, luminescence; percent of tunicamycin response over DMSO baseline | 0.34% of 330,000 active;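 active = at 10 µM dose, activation of 40% or more, normalized to positive control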;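 note: 100% = tunicamycin at 10 µg/mL and 0% = DMSO alone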
#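 Assay system: CHO-CHOP cells, stable luciferase reporter of PERK-eIF2a-CHOP signalling / Buffer or medium: F12 plus 10% serum / Compound dosing: one dose, 10 µM in 0.5% DMSO / Times: 6 h compound treatment, 37 °C / Technique: luciferase luminescence / Read-out: % reporter activation, DMSO baseline versus tunicamycin full activation / Benchmarks: tunicamycin and DMSO controls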
# tim10-1 inh = tim10-1 yeast growth inhibition; S. cerevisiae tim10-1 ts strain growth, BacTiter-Glo, 24 h; inhibition, % at 20 µM; 2.2% of 330,000 active; AID 463190;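 active = inhibition of at least 40%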;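 note: mutant grown at 25 °C; 0% = DMSO wells with yeast and 100% = wells holding no yeast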
# APJ agonist = agonists of human APJ apelin receptor | CHO-K1 APJ PathHunter beta-arrestin, luminescence; 0% DMSO wells, 100% apelin | activation, % at 20 µM | 0.11% of 330,000 active | AID 2520;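 active = activation more than six SD over the plate average, tested at 20 µM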;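 note: 0% = DMSO alone and 100% = apelin-13 at 10 nM; some results filed as inactive read as strong as hits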
#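 Test system: CHO-K1 APJ beta-arrestin complementation cell line. Amount: cell density 1000 per well. Controls: DMSO negative, 10 nM Apelin-13 positive. Signal: luminescent beta-gal fragment complementation, chemiluminescent substrate. Read-out basis: agonist-driven arrestin binding to APJ. Timing: compound stimulation 90 min at 25 °C, detection 60 min.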
# Mdm2-MdmX inh = inhibitors of human Mdm2/MdmX interaction; inhibition, % at 8 µM; AID 485346; O15151+Q00987; SaOS-2 split-luciferase Mdm2/MdmX complementation, luminescence; 3% of 330,000 active;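 active = inhibition of at least 50% at 8 µM in the primary screen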
# Target sequence (O15151 whole entry, looked up): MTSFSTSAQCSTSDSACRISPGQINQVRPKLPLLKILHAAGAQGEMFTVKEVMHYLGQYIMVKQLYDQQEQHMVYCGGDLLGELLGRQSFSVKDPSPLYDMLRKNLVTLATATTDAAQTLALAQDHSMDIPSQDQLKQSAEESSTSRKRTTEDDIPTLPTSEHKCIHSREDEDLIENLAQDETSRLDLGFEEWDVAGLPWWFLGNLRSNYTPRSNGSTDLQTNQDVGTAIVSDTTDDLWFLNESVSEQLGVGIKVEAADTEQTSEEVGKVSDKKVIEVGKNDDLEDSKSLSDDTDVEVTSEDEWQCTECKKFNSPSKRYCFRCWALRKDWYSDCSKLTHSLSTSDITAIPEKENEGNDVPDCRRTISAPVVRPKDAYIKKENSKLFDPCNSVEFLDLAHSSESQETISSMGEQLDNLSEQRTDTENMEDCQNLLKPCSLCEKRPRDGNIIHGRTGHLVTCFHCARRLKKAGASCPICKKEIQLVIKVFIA
# Target sequence (Q00987 whole entry, looked up): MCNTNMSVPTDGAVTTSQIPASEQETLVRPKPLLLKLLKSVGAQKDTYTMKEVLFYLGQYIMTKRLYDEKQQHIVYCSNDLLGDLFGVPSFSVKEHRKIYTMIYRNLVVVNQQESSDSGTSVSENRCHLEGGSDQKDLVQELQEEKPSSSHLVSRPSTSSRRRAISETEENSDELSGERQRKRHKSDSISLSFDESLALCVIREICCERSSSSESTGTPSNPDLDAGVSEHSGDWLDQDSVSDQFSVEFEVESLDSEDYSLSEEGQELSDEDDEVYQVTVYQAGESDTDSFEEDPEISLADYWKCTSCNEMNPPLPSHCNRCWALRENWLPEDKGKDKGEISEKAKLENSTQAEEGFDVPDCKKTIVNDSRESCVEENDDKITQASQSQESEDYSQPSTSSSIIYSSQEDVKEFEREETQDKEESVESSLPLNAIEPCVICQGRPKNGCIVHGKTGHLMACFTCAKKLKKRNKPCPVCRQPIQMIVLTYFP
# NALP3 yeast inh = inhibitors of NALP3 inflammasome in yeast | AID 2825 | Yeast reconstituted NLRP3/ASC/caspase-1, beta-gal luminescence, 24 h | 0.39% of 330,000 active | inhibition, % at 10 µM;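 active = inhibition of 50% or more; inactive = inhibition below 50%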;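 note: plate controls were induced DMSO wells for no effect and uninduced yeast grown without galactose for full effect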
# XBP1 UPR activ = adaptive UPR (XBP1) activation; CHO-XBP1 luciferase reporter, IRE1-XBP1 UPR activation, luminescence; percent of tunicamycin response, DMSO as zero; activation, % at 20 µM; 0.33% of 330,000 active; AID 463104;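 active = versus positive control, 20 µM dose yields 30% or more activation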;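 note: 100% = tunicamycin at 10 µg/mL and 0% = DMSO only wells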
#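 Test system: CHO-XBP1 luciferase reporter cells | Buffer or medium: Serum-containing F12 medium, 10% FBS | Schedule: 6 h compound exposure at 37 °C, 5% CO2 | Detection: Steady-Glo luciferase glow luminescence, 10 min after reagent addition | Read-out basis: Activation, % of tunicamycin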
# tim23-1 inh = growth inhibitors of tim23-1 mutant yeast; inhibition, % at 20 µM; 1.3% of 330,000 active; AID 463212; S. cerevisiae tim23-1 growth, BacTiter-Glo luminescence, 24 h;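 active = growth inhibition of the mutant yeast at or above 50%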;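 note: temperature-sensitive mutant grown at 25 °C; plate controls were DMSO-treated mutant yeast for no effect and medium wells lacking yeast for full effect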
# TIM10 inh = inhibits growth of TIM10 yeast strain; S. cerevisiae TIM10 strain growth, BacTiter-Glo luminescence, 24 h; inhibition, % at 10 µM; 1.4% of 330,000 active; AID 463195;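 active = inhibition of 40% or more at the single tested concentration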;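 note: wild-type TIM10 isogenic control strain grown at permissive 25 °C; 0% = DMSO yeast wells and 100% = minimal medium wells without yeast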
# GRIN3A LBD mod = modulates the human NR3A ligand-binding domain; Tm shift relative to glycine control, % at 25 µM; AID 1259313; 2.5% of 340,000 active; NR3A LBD differential scanning fluorimetry, Tm shift; 0% = protein alone, 100% = glycine-bound protein;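 active = melting temperature shift of at least 10% of the positive control shift, at one fixed dose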
# Starred values were filed as active, the others as inactive; / = not tested or not shown.
SMILES,UPR CHOP act,tim10-1 inh,APJ agonist,Mdm2-MdmX inh,NALP3 yeast inh,XBP1 UPR activ,tim23-1 inh,TIM10 inh,GRIN3A LBD mod
CC(C)c1ccc(NC(=O)COC(=O)c2c[nH]c(=O)[nH]c2=O)cc1,0.5,0.8,-0.6,18.5,5.0,-0.4,11.7,2.9,1.5
COc1ccc(-c2c(-c3cc(OC)c(OC)c(OC)c3)noc2C)cn1,1.1,5.2,5.8,53.6*,29.7,5.9,19.6,0.0,-2.1
Cc1ccc2sc(C)[n+](CCCS(=O)(=O)[O-])c2c1,-2.6,7.6,-0.3,13.2,8.8,1.3,10.2,8.3,-1.3
Cc1ccc(NC(=O)CS(=O)CC(=O)N(C2CCCC2)C(C)C(=O)NC2CCCCC2)cc1 (stereo not given),-1.1,-9.6,-3.1,8.2,4.8,-3.5,6.7,-2.7,-1.3
CCCCn1nnc(NC(=O)CC23CC4CC(CC(C4)C2)C3)n1,-1.9,14.8,-4.2,-14.5,-0.1,1.8,33.0,14.0,0.1
Cc1cc(C)c(S(=O)(=O)c2c(C)cccc2C)c(OCC(C)C)n1,-0.3,32.9,-0.3,-27.1,-17.5,-2.1,16.4,24.9,-0.2
Cc1cc(C)c(C)c(S(=O)(=O)NNC(=O)c2cccc(S(=O)(=O)N3CCOCC3)c2)c1C,-1.9,8.3,-2.5,2.6,15.3,-0.1,20.5,6.2,-0.8
COC(=O)CCCN1C(=O)c2cccc3cccc(c23)C1=O,2.4,7.5,0.2,13.4,26.1,1.6,7.5,13.6,3.0
CC1(CCc2ccccc2)NC(=O)N(CC(=O)N2CC(=O)Nc3ccccc32)C1=O (stereo not given),0.6,3.9,-1.8,-39.5,15.0,2.1,8.2,-12.8,-2.6
CCC(=O)NC(=S)Nc1ccc(NC(=O)c2ccco2)cc1,2.9,4.4,-4.0,-1.7,16.9,0.3,11.2,5.6,3.0
NC(=O)c1cc(C(=O)Cc2ccccc2)c[nH]1,1.4,0.6,-1.8,0.8,-2.1,-4.4,2.6,-9.5,-1.6
Cn1c(C(C(=O)NCC2CCCO2)N(CCc2ccccc2)C(=O)Cn2nnc3ccccc32)nc2ccccc21 (stereo not given),-0.2,14.1,0.4,9.5,8.4,-0.5,12.4,18.9,-1.8
O=C1COc2ccc(C(=O)COC(=O)Cc3c(F)cccc3Cl)cc2N1,3.1,16.2,-1.7,-20.6,-6.9,1.2,15.6,-3.6,0.5
COc1cc(C(=O)NCC(=O)N/N=C/c2ccccn2)cc(OC)c1OC,-1.2,2.0,-4.3,-20.5,18.5,-1.2,17.9,11.2,-0.9
O=C(CSc1nnc(CNC(=O)c2ccccc2)o1)c1ccccc1,-0.1,3.8,6.4,1.9,14.5,-3.3,8.7,14.1,-0.9
Cc1ccccc1/C=C/C1=NCCN1,0.8,-11.5,4.0,39.0,9.1,-4.2,-3.6,1.0,-0.6
CC1(C)CC(=O)C(C=NCCc2ccc(S(N)(=O)=O)cc2)=C(O)C1,1.3,-10.6,-2.2,-9.4,10.0,-0.4,-2.6,-3.5,0.8
O=C(O)c1ccc(S(=O)(=O)NCc2cccnc2)cc1,0.1,0.1,0.2,3.9,3.1,2.3,7.4,1.4,0.9
Nc1nnc(N)c2ccccc12,0.3,-11.9,-1.7,-13.7,15.6,-2.0,3.4,-10.2,0.4
O=C(CCSc1ccccc1)Nc1ccccc1Br,3.2,13.4,-0.2,-2.4,16.2,0.5,27.9,-9.8,-0.2
O=C(C1=C(O)C(=O)N(CCc2ccccc2)C1c1cccnc1)c1ccco1 (stereo not given),-1.4,9.4,-4.3,10.4,5.2,-2.8,1.9,-9.8,0.2
Cc1cc(C)n2nc(C(=O)NCc3ccccc3)nc2n1,-2.5,1.7,-2.0,1.7,-3.4,-1.4,-2.0,1.6,24.0*
Cc1nn(-c2ccccc2)c(Cl)c1/C=N/NC(=O)c1cccnc1,3.7,6.2,-1.5,-1.8,1.5,4.2,19.8,-0.5,8.1
Cc1[nH]c(=S)sc1Cc1ccc(Cl)c(Cl)c1,0.2,28.2,-0.6,1.5,-25.7,-1.4,18.1,41.7*,/
O=C(NC(Cc1c[nH]c2ccccc12)C(=O)N1CCOCC1)c1cccs1 (stereo not given),-0.9,2.8,-3.1,7.3,3.3,-1.8,9.3,-18.5,2.4
Cc1ccc(-c2cc(Cc3ccc(N(C)C)cc3)c(=O)[nH]n2)cc1,3.0,11.2,-2.9,-17.9,17.7,1.4,-4.6,8.2,-2.2
COC(=O)[C@H](CC(C)C)NC(=O)N1CCC(C)CC1,0.6,-1.7,0.3,16.1,11.1,-2.9,4.9,-5.6,-2.1
CC(OC(=O)CNC(=O)c1ccc(F)cc1)C(=O)Nc1ccc(S(=O)(=O)N2CCOCC2)cc1 (stereo not given),-0.7,-22.4,-2.7,-19.3,5.4,-1.4,-2.5,8.0,1.7
Cc1cccc(C(=O)Nc2ccc3c(c2)ncn3C)c1,5.0,-13.1,-3.8,-89.7,16.7,-5.8,42.7,12.0,-1.8
COC(=O)N1[C@H](Cc2ccccc2)C=C[C@]1(C)C(=O)NCc1ccccn1,-0.5,7.9,-4.1,3.9,-3.3,1.1,8.0,0.5,-0.8
Cn1c2ccccc2c(=O)c2c(=O)n(Cc3ccco3)c(-c3ccc(C(C)(C)C)cc3)nc21,2.9,10.7,4.8,31.4,-13.6,-0.2,-4.6,-5.2,/
CCOc1cc(/C=N/NC(=O)COc2ccc(C)cc2)ccc1OC(=O)c1cccs1,-0.5,34.1,2.9,6.1,-14.7,0.3,21.1,29.4,-3.9
CC(C)(C)OC(=O)C[C@@H]1C/C=C\C[C@H](CC(=O)NCCO)C(=O)NC[C@H](c2ccccc2)OC1=O,2.9,5.9,-0.1,-5.4,-2.5,-3.1,-1.4,10.9,-0.8
CCOc1ccc(CN2CCNC(=O)C2CC(=O)N(C)C2CCCCC2)cc1 (stereo not given),-0.2,-3.3,-6.0,15.2,9.5,-2.1,-5.3,-2.1,1.1
CCOc1ccccc1C1CC(=O)Nc2cc(C)c(C)cc21 (stereo not given),0.2,17.2,0.4,57.3*,22.4,-6.2,6.3,-3.3,-0.3
COc1cc2c(=O)n(CCCC(=O)NCC3CCCO3)c(=O)n(CC(=O)c3ccc(F)cc3)c2cc1OC (stereo not given),-0.4,0.3,-3.5,2.4,2.1,0.2,4.8,1.4,-1.7

# Structures listed so far that contain a halogen:
SMILES,UPR CHOP act,tim10-1 inh,APJ agonist,Mdm2-MdmX inh,NALP3 yeast inh,XBP1 UPR activ,tim23-1 inh,TIM10 inh,GRIN3A LBD mod
O=C1COc2ccc(C(=O)COC(=O)Cc3c(F)cccc3Cl)cc2N1,3.1,16.2,-1.7,-20.6,-6.9,1.2,15.6,-3.6,0.5
O=C(CCSc1ccccc1)Nc1ccccc1Br,3.2,13.4,-0.2,-2.4,16.2,0.5,27.9,-9.8,-0.2
Cc1nn(-c2ccccc2)c(Cl)c1/C=N/NC(=O)c1cccnc1,3.7,6.2,-1.5,-1.8,1.5,4.2,19.8,-0.5,8.1
Cc1[nH]c(=S)sc1Cc1ccc(Cl)c(Cl)c1,0.2,28.2,-0.6,1.5,-25.7,-1.4,18.1,41.7*,/
CC(OC(=O)CNC(=O)c1ccc(F)cc1)C(=O)Nc1ccc(S(=O)(=O)N2CCOCC2)cc1 (stereo not given),-0.7,-22.4,-2.7,-19.3,5.4,-1.4,-2.5,8.0,1.7
COc1cc2c(=O)n(CCCC(=O)NCC3CCCO3)c(=O)n(CC(=O)c3ccc(F)cc3)c2cc1OC (stereo not given),-0.4,0.3,-3.5,2.4,2.1,0.2,4.8,1.4,-1.7

# Remaining list, next part
SMILES,UPR CHOP act,tim10-1 inh,APJ agonist,Mdm2-MdmX inh,NALP3 yeast inh,XBP1 UPR activ,tim23-1 inh,TIM10 inh,GRIN3A LBD mod
CCCN1CCN(CCCNC(=O)c2cc3c(=O)[nH]c4ccccc4c3s2)CC1,2.1,4.5,-2.3,12.7,16.5,-0.3,3.2,8.7,-1.2
CC(C)CCn1cnc2c([nH]c3cccc(Cl)c32)c1=O,1.5,11.0,-2.1,25.6,20.1,1.4,18.0,4.8,-5.3
CNC(=O)c1ccc(CN(C)CC(=O)Nc2ccccc2C(=O)NC2CC2)cc1,-0.8,2.0,-2.2,8.9,-15.7,1.6,-6.8,5.8,1.8
COCC(C)n1c(C)cc(C(=O)CSc2cc(C)c3ccccc3n2)c1C (stereo not given),0.0,18.1,-3.2,3.8,-4.2,1.4,28.9,12.3,-1.4
Cc1cc(C)n2nc(SCC(=O)N(C(C)C)C(C)C)nc2n1,2.0,14.1,-5.5,4.8,6.5,-0.5,1.8,13.8,-0.6
Cc1cccn2c(=O)nc(SCC(=O)NCc3ccc(F)cc3)nc12,0.7,-5.8,-2.1,20.9,12.7,0.7,-11.0,1.6,-0.3
COc1ccc2c(c1)C(SCC(=O)NCCc1ccc(Cl)cc1)CC(C)(C)O2 (stereo not given),-1.3,29.6,-2.9,-21.6,13.7,0.9,41.0,-1.5,-12.9
C/C(=N\NC(=O)c1cccnc1)c1cc2ccccc2o1,-0.8,-10.7,-4.0,29.8,16.9,-2.2,-3.0,-9.0,-10.6
CCO[C@@H]1OC(C(=O)NC2CC2)=C[C@H](C)[C@H]1CCCO,0.0,-24.1,-1.1,7.9,7.2,-0.5,-9.3,-13.6,-0.5
Cc1ccc(OCC(=O)N2CC(C)CC(C)C2)c([N+](=O)[O-])n1 (stereo not given),-0.1,2.7,-5.0,-2.1,17.5,-3.6,6.1,-2.4,-1.9
CCCCc1cc(=O)oc2cc(OCc3nn[nH]n3)c(Cl)cc12,-1.7,0.0,-2.7,-1.4,15.9,-0.4,9.8,2.4,-6.8
O=C(C1=C[C@H](c2ccc(Br)cc2)C[C@H](OCCCCO)O1)N1CCN(Cc2ccccc2)CC1,-0.8,20.4,19.0,15.0,12.4,-3.4,-10.7,-13.6,-5.2
O=C(O)c1ccccc1-c1nc(-c2ccccc2)c(-c2ccccc2)[nH]1,-0.1,5.8,-3.6,9.8,-36.5,-5.8,2.3,10.0,0.2
COc1cc(NC(=O)C2CC(=O)N(Cc3ccco3)C2)cc(OC)c1 (stereo not given),2.1,-13.0,4.8,10.7,10.8,0.0,-14.8,2.4,2.5
CCCCCC(=O)Nc1ccc(C(=O)COC(=O)Cn2cnc3c2c(=O)n(C)c(=O)n3C)cc1,1.5,-19.0,-3.9,28.7,5.7,-1.8,-14.1,-15.5,3.7
CCOC(=O)C1=C(O)/C(=C/c2ccc(OCC(=O)O)c(OCC)c2)SC1=Nc1ccccc1,0.0,14.4,-2.6,-24.2,9.0,0.7,16.3,20.8,-1.2
COc1cc2c(cc1OC)CN(c1ccc([N+](=O)[O-])cc1Cl)CC2,3.4,40.6*,-4.6,19.7,20.0,-0.8,36.9,30.5,0.1
CCCCSc1oc(-c2ccco2)nc1S(=O)(=O)c1ccccc1,1.6,12.6,-0.1,3.9,10.3,-5.4,29.4,29.7,-4.9
O=C(CO/N=C/c1ccccc1OC(F)F)NC1CCCC1,-0.4,8.2,-2.8,31.9,15.9,-2.8,-7.0,4.4,-0.6

# Assay outcomes (PubChem)
